Screening results deposited in PubChem BioAssay by NMMLSC.
AGP1 TOR yeast: modulators of TOR pathway AGP1-GFP in S. cerevisiae. S. cerevisiae AGP1-GFP multiplex flow cytometry, 3 h; GFP as percent of DMSO wells. GFP response vs DMSO, % at 10 µM. actives 0.02% (n = 320,000);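 active = GFP response relative to DMSO above a set limit, near screen average plus 3 SD, cut at about 150% in these data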;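 note: median GFP channel fluorescence of the gated AGP1 strain per well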
CIT2-GFP yeast: modulators of TOR pathway CIT2-GFP in S. cerevisiae; AID 2029; S. cerevisiae CIT2-GFP strain, flow cytometry, 3 h; 100 means same as DMSO wells; actives 0.065% (n = 320,000); GFP response vs DMSO, % at 10 µM;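 active = GFP response relative to DMSO above a set limit, near the screen mean plus 3 SD, cut at about 150% in these data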;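 note: ratio of well median GFP fluorescence to mean of DMSO wells on the plate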
RPL19A TOR yeast: alters RPL19A-GFP fluorescence in TOR pathway yeast screen | percent response vs DMSO, % at 10 µM | AID 2025 | S. cerevisiae RPL19A-GFP strain, flow cytometry, 3 h; hits give low values | actives 0.3% (n = 330,000);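 active = percent response vs DMSO below 50%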;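 note: median channel GFP fluorescence of the barcoded RPL19A-GFP strain; ratio of sample median GFP to plate DMSO average so 100% = DMSO; lower means less RPL19A-GFP as with rapamycin TOR inhibition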
VLA-4 inh: inhibition in a human VLA-4 binding assay; inhibition, % (about 7 µM as worked out from the volumes in the protocol); AID 2557; VLA-4 expressing cells, ligand binding flow cytometry; actives 0.2% (n = 330,000); in the data active = inhibition above about 50%
MEP2-GFP yeast: yeast TOR pathway MEP2-GFP modulation; S. cerevisiae MEP2-GFP strain, flow cytometry GFP, 3 h; 100% = DMSO control level; GFP response vs DMSO, % at 10 µM; actives 0.51% (n = 330,000); AID 2016;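 active = GFP response versus DMSO above a set limit, roughly screen mean plus 3 SD, cut at about 180% in these data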;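 note: median GFP fluorescence of the barcode-gated MEP2-GFP cells per well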
GRK2 inh: blocks RNA aptamer binding to human GRK2. inhibition of aptamer binding, % at 10 µM. AID 488847. actives 0.59% (n = 330,000). bead flow cytometry, FAM-aptamer displacement from GRK2;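 active = inhibition of aptamer binding above 40%, roughly 3 SD of noise, on plates passing a quality check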;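 note: median bead fluorescence of bound FAM aptamer so fluorescent compounds give negative values; no value below 0 was filed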
Target sequence (P25098 whole entry, looked up): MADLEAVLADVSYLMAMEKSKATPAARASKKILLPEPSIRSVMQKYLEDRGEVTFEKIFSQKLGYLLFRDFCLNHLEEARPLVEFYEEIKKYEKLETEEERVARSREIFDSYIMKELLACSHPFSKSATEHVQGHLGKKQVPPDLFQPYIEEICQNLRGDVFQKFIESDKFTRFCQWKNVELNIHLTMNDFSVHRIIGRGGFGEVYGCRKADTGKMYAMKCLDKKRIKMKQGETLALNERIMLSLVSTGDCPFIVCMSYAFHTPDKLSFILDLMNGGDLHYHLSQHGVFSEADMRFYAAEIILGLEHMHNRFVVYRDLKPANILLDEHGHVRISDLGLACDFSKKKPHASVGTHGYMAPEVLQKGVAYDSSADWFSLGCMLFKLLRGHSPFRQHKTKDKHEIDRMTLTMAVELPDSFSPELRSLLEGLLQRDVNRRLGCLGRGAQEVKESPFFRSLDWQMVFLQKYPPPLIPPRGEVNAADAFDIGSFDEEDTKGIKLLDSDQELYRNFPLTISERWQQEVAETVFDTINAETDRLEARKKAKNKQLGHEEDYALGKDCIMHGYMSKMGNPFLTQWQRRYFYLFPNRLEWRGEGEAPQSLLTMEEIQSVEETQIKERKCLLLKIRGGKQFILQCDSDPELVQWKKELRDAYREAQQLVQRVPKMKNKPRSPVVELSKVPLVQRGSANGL
LAP4-GFP MLPCN: alters LAP4-GFP fluorescence in TOR pathway yeast screen; S. cerevisiae LAP4-GFP multiplex, flow cytometry GFP, 3 h; median GFP as percent of DMSO wells; GFP response vs DMSO, % at 10 µM; actives 0.34% (n = 320,000);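 active = GFP response vs DMSO above a set limit, about the screen mean plus 3 SD, cut at about 150% in these data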
Yeast superoxide: lowers age-related superoxide in aged yeast cells; superoxide response (% of plate mean), % at 10 µM; actives 0.18% (n = 330,000); S. cerevisiae aged cells, superoxide DHE fluorescence; hits give low values; AID 2690;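 active = superoxide response under a set limit, about three screen SD below normal, cut at about 65% in these data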;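 note: yeast aged for seven days with compound at 30 °C before DHE staining; 100% = average MFI of all compound-treated wells on the plate with controls excluded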
Starred values were filed as active, the others as inactive.

`CCN(CC)S(=O)(=O)c1cccc(NC(=O)CN2C(=O)c3ccc([N+](=O)[O-])cc3C2=O)c1` gave AGP1 TOR yeast 105.8, CIT2-GFP yeast 108.0, RPL19A TOR yeast 108.5, VLA-4 inh -12.3, MEP2-GFP yeast 107.7, GRK2 inh 0.0, LAP4-GFP MLPCN 99.4 and Yeast superoxide 88.6.
`COc1cccc(CCNC(=O)c2ccc(C#N)cc2)c1` gave AGP1 TOR yeast 96.0, CIT2-GFP yeast 99.8, RPL19A TOR yeast 96.9, VLA-4 inh 3.1, MEP2-GFP yeast 99.4, GRK2 inh 0.0, LAP4-GFP MLPCN 85.2 and Yeast superoxide 96.8.
O=C(CCC1CCCN(c2ncccn2)C1)N1CCN(c2ccccn2)CC1 (stereo unspecified) was read as AGP1 TOR yeast 104.6, CIT2-GFP yeast 73.7, RPL19A TOR yeast 95.1, VLA-4 inh -3.4, MEP2-GFP yeast 89.0, GRK2 inh 0.0, LAP4-GFP MLPCN 101.1 and Yeast superoxide 110.8.
`NC(=O)c1cccc(NC(=O)Nc2ccc(Cl)cc2)c1` gave AGP1 TOR yeast 100.8, CIT2-GFP yeast 98.9, RPL19A TOR yeast 104.2, VLA-4 inh 2.1, MEP2-GFP yeast 106.6, GRK2 inh 0.0, LAP4-GFP MLPCN 99.2 and Yeast superoxide 100.3.
For O=C(CCN1C(=O)c2ccccc2C1=O)Nc1ccc(-c2nc3ccccc3s2)cc1 the results were AGP1 TOR yeast 95.4, CIT2-GFP yeast 89.5, RPL19A TOR yeast 96.5, VLA-4 inh 26.1, MEP2-GFP yeast 96.4, GRK2 inh 7.0, LAP4-GFP MLPCN 96.0 and Yeast superoxide 95.3.
`COCCN(Cc1nnc(-c2cccs2)o1)C(=O)CN1C(=O)NC2(CCCCC2)C1=O` gave AGP1 TOR yeast 103.2, CIT2-GFP yeast 127.1, RPL19A TOR yeast 102.2, VLA-4 inh 11.1, MEP2-GFP yeast 111.3, GRK2 inh 0.0, LAP4-GFP MLPCN 93.0 and Yeast superoxide 85.4.
`CCN=C1SC(CC(=O)NCCc2ccc(OC)c(OC)c2)C(=O)N1CC` (stereo unspecified) gave AGP1 TOR yeast 101.3, CIT2-GFP yeast 107.6, RPL19A TOR yeast 97.6, VLA-4 inh 23.0, MEP2-GFP yeast 103.7, GRK2 inh 0.0, LAP4-GFP MLPCN 101.1 and Yeast superoxide 88.5.
OCCC#Cc1ccc(CN2CCN(Cc3ccccc3)C(CCO)C2)cc1 (stereo unspecified) was read as AGP1 TOR yeast 99.1, CIT2-GFP yeast 98.7, RPL19A TOR yeast 90.6, VLA-4 inh -4.4, MEP2-GFP yeast 94.8, GRK2 inh 1.0, LAP4-GFP MLPCN 100.7 and Yeast superoxide 110.6.
Screening C=CCc1cc(/C=C/c2nc(O)c([N+](=O)[O-])c(=O)[nH]2)cc(OC)c1O returned AGP1 TOR yeast 94.7, CIT2-GFP yeast 97.2, RPL19A TOR yeast 99.8, VLA-4 inh -8.7, MEP2-GFP yeast 100.9, GRK2 inh 7.0, LAP4-GFP MLPCN 96.6 and Yeast superoxide 100.9.
Screening O=C(COC(=O)Cn1cnc2ccccc2c1=O)NCCC1=CCCCC1 returned AGP1 TOR yeast 92.2, CIT2-GFP yeast 99.1, RPL19A TOR yeast 102.8, VLA-4 inh -7.4, MEP2-GFP yeast 98.3, GRK2 inh 0.0, LAP4-GFP MLPCN 85.7 and Yeast superoxide 94.2.
Screening Cn1cc([N+](=O)[O-])c(C(=O)NCc2cc3ccccc3[nH]2)n1 returned AGP1 TOR yeast 103.8, CIT2-GFP yeast 102.6, RPL19A TOR yeast 108.0, VLA-4 inh 11.0, MEP2-GFP yeast 104.1, GRK2 inh 0.0, LAP4-GFP MLPCN 108.5 and Yeast superoxide 93.5.
For CCCCCOC(=O)C(C)c1c(C)[nH]c(=S)[nH]c1=O (stereo unspecified) the results were AGP1 TOR yeast 96.0, CIT2-GFP yeast 102.5, RPL19A TOR yeast 96.9, VLA-4 inh 9.0, MEP2-GFP yeast 97.2, GRK2 inh 0.0, LAP4-GFP MLPCN 100.7 and Yeast superoxide 105.8.
`COc1ccc(CN2C(=NC(=O)CCC3CCCC3)SC3CS(=O)(=O)CC32)cc1` (stereo unspecified) gave AGP1 TOR yeast 92.9, CIT2-GFP yeast 96.6, RPL19A TOR yeast 97.5, VLA-4 inh 7.0, MEP2-GFP yeast 97.9, GRK2 inh 1.0, LAP4-GFP MLPCN 87.7 and Yeast superoxide 93.2.
Screening NC(=O)NC(=O)CN1C(=O)NC(c2ccccc2)(c2ccccc2)C1=O returned AGP1 TOR yeast 87.2, CIT2-GFP yeast 95.5, RPL19A TOR yeast 92.1, VLA-4 inh -13.4, MEP2-GFP yeast 88.3, GRK2 inh 0.0, LAP4-GFP MLPCN 84.2 and Yeast superoxide 97.9.
O=C1CN=CN=CN1c1ccc(Cl)cc1Cl was read as AGP1 TOR yeast 95.7, CIT2-GFP yeast 105.1, RPL19A TOR yeast 98.3, VLA-4 inh -2.7, MEP2-GFP yeast 114.6, GRK2 inh 0.0, LAP4-GFP MLPCN 94.1 and Yeast superoxide 116.7.
COC(=O)[C@H]1C[C@@H]1[C@H](NC(=O)c1cccnc1)c1ccccc1 was read as AGP1 TOR yeast 91.8, CIT2-GFP yeast 85.9, RPL19A TOR yeast 108.0, VLA-4 inh 9.3, MEP2-GFP yeast 96.1, GRK2 inh 0.0, LAP4-GFP MLPCN 101.6 and Yeast superoxide 96.8.
`COc1ccccc1NC(=O)Nc1cc(NC(=O)Nc2ccccc2OC)c(C)nc1C` gave AGP1 TOR yeast 86.7, CIT2-GFP yeast 94.1, RPL19A TOR yeast 94.0, VLA-4 inh 21.3, MEP2-GFP yeast 99.9, GRK2 inh 0.0, LAP4-GFP MLPCN 79.9 and Yeast superoxide 109.7.
For O=C(Nc1ccc(Cl)cc1)c1cc(S(=O)(=O)N2CCOCC2)cs1 the results were AGP1 TOR yeast 103.9, CIT2-GFP yeast 105.9, RPL19A TOR yeast 100.0, VLA-4 inh -2.9, MEP2-GFP yeast 103.8, GRK2 inh 0.0, LAP4-GFP MLPCN 101.7 and Yeast superoxide 95.6.
Screening COc1cc(NC(=O)COC(=O)CNC(=O)c2ccc(C)s2)cc(OC)c1 returned AGP1 TOR yeast 102.1, CIT2-GFP yeast 102.5, RPL19A TOR yeast 99.7, VLA-4 inh -4.4, MEP2-GFP yeast 99.3, GRK2 inh 3.0, LAP4-GFP MLPCN 106.4 and Yeast superoxide 96.0.
Screening COc1ccc(OC)c(C2=NOC(C(=O)NCC3CCCO3)C2)c1 (stereo unspecified) returned AGP1 TOR yeast 108.6, CIT2-GFP yeast 96.4, RPL19A TOR yeast 102.0, VLA-4 inh 11.3, MEP2-GFP yeast 105.6, GRK2 inh 0.0, LAP4-GFP MLPCN 106.3 and Yeast superoxide 100.6.
For O=C(CCN1CCOCC1)Nc1cc(C(=O)Nc2ccccc2F)ccc1N1CC2CC(C1)c1cccc(=O)n1C2 (stereo unspecified) the results were AGP1 TOR yeast 100.3, CIT2-GFP yeast 100.9, RPL19A TOR yeast 99.0, VLA-4 inh 4.8, MEP2-GFP yeast 98.8, GRK2 inh 0.0, LAP4-GFP MLPCN 95.0 and Yeast superoxide 81.1.
CCOC(=O)CC1C(=O)NCCN1C(=O)c1cc2c(=O)n3cccc(C)c3nc2s1 (stereo unspecified) was read as AGP1 TOR yeast 95.2, CIT2-GFP yeast 92.6, RPL19A TOR yeast 105.9, VLA-4 inh -7.9, MEP2-GFP yeast 103.4, GRK2 inh 0.0, LAP4-GFP MLPCN 114.1 and Yeast superoxide 99.3.
`CC1(C)CC(=O)c2c(nc(SCC(=O)Nc3nsc(-c4ccccc4)n3)c(C#N)c2-c2ccccc2)C1` gave AGP1 TOR yeast 97.1, CIT2-GFP yeast 91.6, RPL19A TOR yeast 96.2, VLA-4 inh 6.6, MEP2-GFP yeast 99.8, GRK2 inh 1.0, LAP4-GFP MLPCN 100.3 and Yeast superoxide 113.2.
CCn1c(SCC(N)=O)nc2ccccc2c1=O was read as AGP1 TOR yeast 103.9, CIT2-GFP yeast 94.7, RPL19A TOR yeast 98.5, VLA-4 inh -7.6, MEP2-GFP yeast 95.4, GRK2 inh 0.0, LAP4-GFP MLPCN 96.9 and Yeast superoxide 101.7.
`CN(C)c1nc(OCCNC(=O)Nc2ccc(Cl)cc2)nc(N(C)C)n1` gave AGP1 TOR yeast 99.2, CIT2-GFP yeast 93.4, RPL19A TOR yeast 95.6, VLA-4 inh -0.8, MEP2-GFP yeast 96.4, GRK2 inh 3.0, LAP4-GFP MLPCN 94.8 and Yeast superoxide 98.9.
Screening Cc1cc(C(=O)COC(=O)C2=NNC(=O)CC2)c(C)n1-c1cccc(C(F)(F)F)c1 returned AGP1 TOR yeast 99.6, CIT2-GFP yeast 97.6, RPL19A TOR yeast 101.4, VLA-4 inh 1.7, MEP2-GFP yeast 106.3, GRK2 inh 0.0, LAP4-GFP MLPCN 101.6 and Yeast superoxide 79.4.
`CCOC(=O)c1ccc(N2C(=O)CC(N(Cc3ccc4c(c3)OCO4)C(=O)Nc3ccccc3)C2=O)cc1` (stereo unspecified) gave AGP1 TOR yeast 111.8, CIT2-GFP yeast 112.7, RPL19A TOR yeast 102.0, VLA-4 inh 19.0, MEP2-GFP yeast 106.1, GRK2 inh 2.0, LAP4-GFP MLPCN 108.9 and Yeast superoxide 82.6.
`CN1CCN(c2ccc(C(=O)c3ccc(F)cc3)cc2)CC1` gave AGP1 TOR yeast 112.3, CIT2-GFP yeast 110.4, RPL19A TOR yeast 106.0, VLA-4 inh -4.3, MEP2-GFP yeast 111.6, GRK2 inh 0.0, LAP4-GFP MLPCN 102.7 and Yeast superoxide 99.7.
`O=c1cc(CN2CCN(S(=O)(=O)c3ccc4c(c3)OCCO4)CC2)c2ccc(O)cc2o1` gave AGP1 TOR yeast 95.2, RPL19A TOR yeast 99.7, VLA-4 inh -7.2, MEP2-GFP yeast 100.5, GRK2 inh 0.0, LAP4-GFP MLPCN 90.6 and Yeast superoxide 101.3.
For CC(=O)Nc1ccc(C(=O)N/N=C/C2CC3C=CC2C3)cc1 (stereo unspecified) the results were AGP1 TOR yeast 110.1, CIT2-GFP yeast 108.0, RPL19A TOR yeast 105.5, VLA-4 inh 19.5, MEP2-GFP yeast 100.9, GRK2 inh 2.0, LAP4-GFP MLPCN 101.0 and Yeast superoxide 99.7.

At a glance, part of the list above:
`CCOC(=O)c1ccc(N2C(=O)CC(N(Cc3ccc4c(c3)OCO4)C(=O)Nc3ccccc3)C2=O)cc1` (stereo unspecified) gave AGP1 TOR yeast 111.8, CIT2-GFP yeast 112.7, RPL19A TOR yeast 102.0, VLA-4 inh 19.0, MEP2-GFP yeast 106.1, GRK2 inh 2.0, LAP4-GFP MLPCN 108.9 and Yeast superoxide 82.6.
`CN1CCN(c2ccc(C(=O)c3ccc(F)cc3)cc2)CC1` gave AGP1 TOR yeast 112.3, CIT2-GFP yeast 110.4, RPL19A TOR yeast 106.0, VLA-4 inh -4.3, MEP2-GFP yeast 111.6, GRK2 inh 0.0, LAP4-GFP MLPCN 102.7 and Yeast superoxide 99.7.
`O=c1cc(CN2CCN(S(=O)(=O)c3ccc4c(c3)OCCO4)CC2)c2ccc(O)cc2o1` gave AGP1 TOR yeast 95.2, RPL19A TOR yeast 99.7, VLA-4 inh -7.2, MEP2-GFP yeast 100.5, GRK2 inh 0.0, LAP4-GFP MLPCN 90.6 and Yeast superoxide 101.3.
For CC(=O)Nc1ccc(C(=O)N/N=C/C2CC3C=CC2C3)cc1 (stereo unspecified) the results were AGP1 TOR yeast 110.1, CIT2-GFP yeast 108.0, RPL19A TOR yeast 105.5, VLA-4 inh 19.5, MEP2-GFP yeast 100.9, GRK2 inh 2.0, LAP4-GFP MLPCN 101.0 and Yeast superoxide 99.7.
